High-throughput results: PubChem BioAssay, several laboratories
Mtb RmlCD inh – inhibitors of Mycobacterium tuberculosis RmlC and RmlD coupled enzymes; P9WH09+P9WH11; RmlC+RmlD coupled enzyme assay, percent inhibition; primary screen in compound mixtures; inhibition, % at 3.6 µM; 160,000 compounds, 0.03% hits; AID 1533; in the data active means inhibition mostly above about 34%, no sharp cut-off; further: some results filed as inactive read as strong as hits
Target sequence (P9WH09 whole entry, looked up): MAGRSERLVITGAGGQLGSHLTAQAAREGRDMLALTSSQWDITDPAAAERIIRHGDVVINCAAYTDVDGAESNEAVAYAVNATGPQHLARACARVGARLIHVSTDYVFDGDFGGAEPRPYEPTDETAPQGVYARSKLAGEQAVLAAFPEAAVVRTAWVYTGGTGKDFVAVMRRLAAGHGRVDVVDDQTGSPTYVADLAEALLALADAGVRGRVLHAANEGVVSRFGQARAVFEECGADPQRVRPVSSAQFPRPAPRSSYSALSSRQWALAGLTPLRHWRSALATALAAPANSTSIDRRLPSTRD
Target sequence (P9WH11 whole entry, looked up): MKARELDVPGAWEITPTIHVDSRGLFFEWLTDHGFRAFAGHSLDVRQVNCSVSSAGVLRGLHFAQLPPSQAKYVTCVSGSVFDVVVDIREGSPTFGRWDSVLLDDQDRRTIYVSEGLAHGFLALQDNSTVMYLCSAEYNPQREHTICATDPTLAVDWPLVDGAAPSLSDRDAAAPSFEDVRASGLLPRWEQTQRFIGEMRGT
M. tuberculosis GlmU – inhibition of mycobacterial GlmU enzyme – biochemical, glucosamine-1-phosphate acetyltransferase (AID 1376); M. tuberculosis GlmU acetyltransferase enzyme assay; higher % means a stronger effect; one-dose inhibition, %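 (tested at 30 µM in the primary screen)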; IC50 in µM for titrated hits; 220,000 compounds, 0.25% hits; in the data active means inhibition above about 13%;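 further: 0% = complete reaction with vehicle and 100% = reaction without substrate; strong numbers were not always called active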
Active calls of the source: *; x = not tested or not shown; & = joins results of further samples. This is a subset; the hit share may differ from the screen's.

Compound,Mtb RmlCD inh,M. tuberculosis GlmU
CN1c2ccccc2C(C)(C)C12C=Nc1c(cc(N3CCOCC3)c3ccccc13)O2 (configuration not stated),-8.9,x
Cc1cccc(NC(=S)NC2CC3CCCC(C2)N3CC(C)C)c1C (configuration not stated),-3.0,1.3%
CCOc1ccc(N2C(=O)CC(NCc3ccc(F)cc3)C2=O)cc1 (configuration not stated),-5.9,-0.7%
COCCN(C(=S)Nc1ccc(OC)c(Cl)c1)C1CCN(C(C)C)CC1,-7.1,0.4%
Cc1oc2ccc(OCc3ccccc3F)cc2c1C(=O)O,7.2,x
COc1ccc2nc(Nc3nc(-c4cc5ccccc5oc4=O)cs3)sc2c1,-5.1,1.6%
Cc1ccc2c(c1)c1ccc3c(c1n2C)C(=O)C=CC3=O,14.6,-2.2%
Fc1ccc2c(c1)C(c1ccncc1)=NNC(c1ccc(Br)cc1)=N2,3.1,0.9%
O=C(NCc1cccnc1)c1ccc(COc2cccc3ccccc23)o1,66.3,-0.2%
Cc1ccc(-c2ccc3nnc(SCC(=O)NCC4CCCO4)n3n2)cc1 (configuration not stated),-8.6,0.1%
COc1ccc(C2=NNC(c3cccnc3)=Nc3ccccc32)cc1,5.3,4.2%
N#Cc1nc(-c2cccs2)oc1NCc1ccc(Cl)cc1,x,1.2%
Cc1ccc(-n2cc3c(-c4cccc(Br)c4)nnc(C)c3n2)cc1,-2.2,-5.0%
COCCNC(=O)CSc1nc2ccccc2c2nc(C)nn12,x,-4.3%
Cc1c(C(=O)NCc2cccnc2)sc2nc(-c3ccc(F)cc3)cn12,9.7,-9.6%
COc1ccc(C2C3=C(CCCC3=O)Nc3ccc4ncccc4c32)cc1OC (configuration not stated),-9.7,1.4%
CC(C)n1c(/C=C/c2ccccc2)nc2ccccc21,-9.1,-0.1%
CCC1=C(OC(=O)N(CC)CC)N2C(=O)OC(=NCc3ccccc3)[C@]2(C)[C@H]2C1=CC[C@H]1C(=O)N(c3ccccc3)C(=O)[C@H]12,x,-0.5%
Cc1ccccc1-n1nc(C)c2cc(C(=O)NCc3cccnc3)sc21,x,2.9%
CCC1(C)CC(CCNS(=O)(=O)c2ccc(C)cc2)(c2ccc(C)cc2)CCO1 (configuration not stated),9.4,2.2%
COc1ccc(Br)c(OC)c1C(=O)NC(=O)Nc1nc(C)cc(C)n1,-12.7,0.1%
CCN(CC)S(=O)(=O)c1ccc(OC)c(NS(=O)(=O)c2ccc(F)cc2)c1,x,5.6%
COC(=O)CNc1c(-c2ccccc2)nc2ccc(Br)cn12,x,-1.9%
O=C(Nc1nc2nccc(-c3ccccc3)n2n1)c1ccccc1,3.0,4.8%
O=C1C(Cc2ccccc2)S/C(=N/N=C/c2ccco2)N1c1ccccc1 (configuration not stated),4.0,2.1%
CN(CC(=O)NCCc1ccccc1)S(=O)(=O)c1cccc2nsnc12,8.3,3.5%
CN1N=C(C(=O)Nc2ccc3c(c2)CCC3)CCC1=O,x,0.0%
COC(=O)N1CCN(S(=O)(=O)c2ccc(F)cc2)CC1,-3.5,-0.7%
CCOC(=O)c1c(C(=O)OCC)c(C)n(CCc2ccccc2)c1C,x,-0.6%
O=C(O)c1cccnc1SCC(=O)N1CCCc2ccccc21,15.3,4.9%
Cc1ccc(OCCCN2CCCC2)c(C)c1,7.0,-4.5%
NNC(=O)CNC(c1ccccc1)c1cc(Br)ccc1NC(=O)c1ccc(Br)cc1 (configuration not stated),60.0,-9.9%
Cn1nc(C(=O)OCc2ccccc2F)c2ccccc2c1=O,9.2,-3.5%
COc1ccc(N2CCN(C(=O)CCNC(=O)Cn3ccc4ccccc4c3=O)CC2)cc1,-2.2,-4.0%
CSc1cccc(NC(=O)C2CCCN(S(=O)(=O)c3cnc[nH]3)C2)c1 (configuration not stated),15.1,-0.3%
Clc1ccc(C2CC(c3cccs3)n3ncnc3N2)cc1Cl (configuration not stated),-11.5,-0.6%
O=C1C2C3c4ccccc4C(c4ccccc43)[C@@H]2C(=O)N1c1nc(-c2ccccc2)cs1 (some centres not stated),6.2,3.5%
O=C(Nc1cccc(C(F)(F)F)c1)c1cc2ncc(Br)cn2n1,16.3,1.2%
CC1=NNC(=O)C1CCC(=O)N/N=C/c1ccc(C)cc1 (configuration not stated),-5.5,1.4%
O=c1/c(=C/c2ccccn2)sc2n1CN(c1ccccc1)CN=2,x,0.9%
CC(C)NC(=O)COC(=O)c1ccc(S(=O)(=O)N2CCCC2)cc1,-6.9,-1.6%
Cc1ccccc1-n1c(=O)cc(NCc2ccc3c(c2)OCO3)[nH]c1=O,x,0.8%
COc1ccc2cc3c(N)nn(C(=O)c4ccc(F)cc4)c3nc2c1,12.2,-2.3%
O=C(c1cccc([N+](=O)[O-])c1)N1CC2C3C=CC(C3)C2C1 (configuration not stated),2.7,-0.6%
Cc1nc2sccc2c(=O)n1-c1cccc(Cl)c1,-3.2,-2.1%

Molecules from the list above containing two or more sulfur atoms:
Compound,Mtb RmlCD inh,M. tuberculosis GlmU
COc1ccc2nc(Nc3nc(-c4cc5ccccc5oc4=O)cs3)sc2c1,-5.1,1.6%
CCN(CC)S(=O)(=O)c1ccc(OC)c(NS(=O)(=O)c2ccc(F)cc2)c1,x,5.6%
CN(CC(=O)NCCc1ccccc1)S(=O)(=O)c1cccc2nsnc12,8.3,3.5%
CSc1cccc(NC(=O)C2CCCN(S(=O)(=O)c3cnc[nH]3)C2)c1 (configuration not stated),15.1,-0.3%

More compounds follow:
Compound,Mtb RmlCD inh,M. tuberculosis GlmU
CC(C)Oc1nc(-c2ccccc2O)nc2ccccc12,1.2,-1.1%
COc1cc(/C=N/NC(=O)CC#N)cc(Br)c1O,-17.2,-4.7%
Cc1cc(C(=O)CSc2n[nH]c(N)n2)c(C)n1-c1cccc(F)c1,x,4.2%
COc1ccc(-c2ncccc2O)cc1,x,2.4%
Cc1cc(C)nc(/N=C2\NC(=O)CC(C(=O)O)N2c2ccc(Cl)cc2)n1 (configuration not stated),10.5,3.3%
COc1ccc(CCNc2c([N+](=O)[O-])c(=O)oc3ccccc23)cc1OC,x,3.1%
O=C(NCc1ccncc1)C(=O)NCc1ccncc1,2.6,-3.7%
COc1ccc(C2Nc3ccccc3C(=O)N2c2ccc(C)cc2)cc1COc1ccccn1 (configuration not stated),6.2,-2.1%
CC(NO)/C(=N\O)c1cccs1 (configuration not stated),4.0,2.3%
O=C(Cc1cnn(-c2ccccc2)c1)c1ccc(O)c(O)c1O,-2.6,9.4%
O=C(Cn1c(NCCO)nc2ccccc21)NCC(F)(F)F,x,-5.1%
O=c1cc(O)nc(SCc2ccccc2)n1-c1ccc(Cl)cc1,-5.5,4.1%
O=C(Nc1cccc(S(=O)(=O)NC2=NCCCCC2)c1)c1cccnc1Cl,8.1,3.9%
N#CCCN1CCCc2cc(N=Nc3ccc(C(F)(F)F)cc3)ccc21,10.3,1.8%
Cc1ccc(SCC(=O)NN=C2CCN(C)CC2)cc1,5.3,4.9%
CCCC(=O)NCn1nnc(-c2ccc(Cl)cc2)n1,-7.0,-7.4%
COc1ccc(CCN(C)S(=O)(=O)c2ccc(Cl)nc2)cc1OC,6.6,-6.2%
CN(CC(=O)Nc1ccc(N2CCOCC2)cc1)C(=O)C1CCCC1,2.6,-3.7%
O=C(OCCN1C(=O)c2ccccc2C1=O)c1cc2ccccc2o1,x,0.5%
CCOC(=O)CSc1nnc(NC(=O)c2cccc(S(=O)(=O)N3CCCCC3)c2)s1,61.6,1.8%
COc1ccc(/C=N/NS(=O)(=O)c2ccc(F)cc2)cc1COc1cc(F)ccc1[N+](=O)[O-],3.3,-1.5%
CCOC(=O)N1CCN(C(=O)Cc2ccc(C)cc2)CC1,-0.4,-0.7%
O=C(NCCSCc1ccccc1)c1cc(S(=O)(=O)N2CCOCC2)ccc1F,-6.6,x
O=S(=O)(Nc1ccc(N2CCCCC2)cc1)c1cccs1,28.6,6.5%
COc1ccc(C(C)(C)C)cc1NC(=O)C1CC=CCC1C(=O)O (configuration not stated),-8.2,-0.3%
OC(c1ccccn1)c1c[nH]c2ccccc12 (configuration not stated),x,-3.7%
CCCCN(C(=O)c1ccc(Cl)c([N+](=O)[O-])c1)c1c(N)n(CCC)c(=O)[nH]c1=O,-1.2,-1.8%
COCCN1C(=O)c2ccc(C(=O)Nc3nccs3)cc2C1=O,x,1.8%
O=C(c1ccc(S(=O)(=O)NCc2ccco2)cc1)N1CCN(Cc2ccccc2)CC1,17.4,-2.3%
O=S(=O)(NCCOC12CC3CC(CC(C3)C1)C2)c1cccc2nsnc12,-9.4,0.1%

3 records drawn at random from those above, as already listed:
Compound,Mtb RmlCD inh,M. tuberculosis GlmU
O=C(c1ccc(S(=O)(=O)NCc2ccco2)cc1)N1CCN(Cc2ccccc2)CC1,17.4,-2.3%
CCCC(=O)NCn1nnc(-c2ccc(Cl)cc2)n1,-7.0,-7.4%
O=S(=O)(Nc1ccc(N2CCCCC2)cc1)c1cccs1,28.6,6.5%

Going on with the list.
Compound,Mtb RmlCD inh,M. tuberculosis GlmU
CN1CCN(c2ccc(C(=O)c3ccc(F)cc3)cc2)CC1,56.3,-1.6%
CCCn1c(SCC(=O)Nc2c(C)cccc2C)nnc1C(C)C,1.0,-3.2%
C/C(Cn1nc([N+](=O)[O-])cc1C)=N\NC(=O)COc1ccc(Cl)cc1Cl,37.2,-6.8%
CCOC(=O)Cn1c(=O)oc2cc(S(=O)(=O)N3CCCc4ccccc43)ccc21,x,-4.7%
CC(C)N1CCC(N2CCN(Cc3ccc(-c4ccc(Cl)cc4)o3)CC2CCO)CC1 (configuration not stated),5.9,-7.0%
COc1ccc(N2CC(NC(=O)N(C)CCC#N)CC2=O)cc1 (configuration not stated),-1.2,-0.8%
Nc1oc2ccccc2c(=O)c1C=O,x,-1.6%
COc1ccccc1C(O)(C(=O)NN(C)c1ccccc1)c1ccccc1OC,5.8,2.5%
COC(=O)c1ccc(Cn2cnc3c(cnn3-c3ccc(Cl)cc3)c2=O)o1,x,-0.1%
CN(C)C(=O)CSc1nnc2sc3ccccc3n12,x,4.9%
Cc1nn(-c2cc(N3CCOCC3)ccc2N)c(=O)c2ccccc12,x,-3.4%
COc1ccc(CNc2nc3ccccc3n2Cc2ccc(C)cc2)cc1OC,9.5,4.5%
COc1ccc2[nH]cc(CCNC(=O)C3CCCO3)c2c1 (configuration not stated),x,-7.5%
COCCCNc1nc2c(-c3cccc(C(F)(F)F)c3)nnn2c2ccccc12,-7.0,1.3%
Cn1c2ccccc2c2ncn(Cc3ccco3)c(=O)c21,-0.5,-1.2%
CCN(CC)CC#CC(O)(c1ccccc1)c1ccccc1,-13.8,-2.8%
COc1ccc(S(=O)(=O)c2cnc3ccc(OC)cc3c2N2CCC3(CC2)OCCO3)cc1,3.2,-5.5%
c1ccc(OCCOc2ncnc3ccccc23)cc1,x,-2.1%
N=c1sccn1CC(=O)Nc1cccc(S(=O)(=O)N2CCCCCC2)c1,-7.0,0.4%
CCOC(=O)N(c1ccccc1)P1(=S)OCCO1,x,4.9%
Cc1ccc(C(C)NC(=O)/C(C#N)=C\c2c(C)[nH]c3ccccc23)cc1 (configuration not stated),10.5,5.6%
CCCCC(C)(O)C/C=C/[C@H]1[C@H](O)CC(=O)[C@@H]1CCCCCCC(=O)OC (some centres not stated),x,6.8%
CCOc1ccc(C(c2nnnn2Cc2ccccc2)N2CCN(C(=O)c3ccco3)CC2)cc1 (configuration not stated),x,0.5%
CC(C)C[C@H](NC(=O)c1[nH]cnc1C(=O)Nc1ccccc1)C(=O)OC(C)(C)C,-5.6,-1.8%
COC(=O)c1ccc(C(=O)OC)c(NC(=S)N2CCN(c3ccccn3)CC2)c1,-15.5,-2.1%
N/C(CN1CCCC1=O)=N\OC(=O)c1ccc(Cl)cc1,-0.8,7.5%
CCN(CC)CCNC(=O)c1ccc(Sc2ccc(Cl)cc2)c(NC(C)=O)c1,x,-5.8%
O=C(Cc1ccc([N+](=O)[O-])cc1)c1c(O)cc(O)cc1O,26.8,-0.3%
Cc1ccc(Cc2cnc(NC(=O)/C(C#N)=C/c3ccc(-c4cccc([N+](=O)[O-])c4)o3)s2)cc1,x,-0.2%
COc1ccc(Nc2cc(Cl)nc(N)n2)cc1,3.1,0.4%
CCOC(=O)c1c(NC(=O)CCN2CCOCC2)sc2c1CC(C)(C)OC2,2.5,4.0%
CCOC(=O)Nc1ccc2c(c1)N(C(=O)OC)c1ccccc1CC2,8.6,-0.6%
COC(=O)CN1CC(=O)N(c2ccccc2)C1=S,12.5,-6.5%
CC(C)Oc1ccc(OCCn2c(=S)[nH]c3c(N)ncnc32)cc1,6.5,11.1%
CC1(C)CC(=O)C2=C(C1)Oc1ncn(CCCO)c(=N)c1C2c1ccccc1 (configuration not stated),x,2.2%
CCOC(=O)C1=C(C)N=C2SCCC(=O)N2C1c1ccc(C(=O)OC)cc1 (configuration not stated),x,2.3%
CC(=O)Nc1ccc(-n2cnnn2)cc1,x,-3.7%
C=CCn1c(CNC(=O)c2ccco2)nnc1SCC(=O)c1ccc(OC)cc1,2.9,5.2%
CCN(CCCNC(=O)CCNC(=O)Cn1cnc2ccccc2c1=O)c1ccccc1,-6.9,7.8%
COCCOC(=O)c1c(C)oc2ccc(NS(=O)(=O)c3ccc(F)cc3)cc12,2.3,7.9%&-3.7%
